CBFb-RUNX1 inh: qHTS Assay for Compounds Blocking the Interaction Between CBF-beta and RUNX1 for the Treatment of Acute Myeloid Leukemia; Runt-related transcription factor 1 (Homo sapiens) + Core-binding factor subunit beta …; AlphaScreen CBFb-His/RUNX1-biotin binding, biochemical; Potency, µM (series often up to 59.8 µM), for inactives: top-dose activity, negative = inhibition, hits mostly inhibitors; 230,000 tested, under 10 active; also: % of control where 0% means no effect
Target sequence (Q01196 whole entry, looked up): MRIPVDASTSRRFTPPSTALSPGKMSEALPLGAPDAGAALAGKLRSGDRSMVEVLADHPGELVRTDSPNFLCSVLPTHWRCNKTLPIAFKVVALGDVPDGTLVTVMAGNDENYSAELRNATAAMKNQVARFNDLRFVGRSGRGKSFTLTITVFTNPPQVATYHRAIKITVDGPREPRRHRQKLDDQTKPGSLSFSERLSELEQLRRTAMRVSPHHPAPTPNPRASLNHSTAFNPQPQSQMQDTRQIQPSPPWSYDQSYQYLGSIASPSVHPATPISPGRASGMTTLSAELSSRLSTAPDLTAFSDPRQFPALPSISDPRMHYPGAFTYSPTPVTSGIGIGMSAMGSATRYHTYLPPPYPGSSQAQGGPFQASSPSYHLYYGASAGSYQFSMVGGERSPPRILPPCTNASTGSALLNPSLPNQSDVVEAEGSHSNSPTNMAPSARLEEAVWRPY
Target sequence (Q13951 whole entry, looked up): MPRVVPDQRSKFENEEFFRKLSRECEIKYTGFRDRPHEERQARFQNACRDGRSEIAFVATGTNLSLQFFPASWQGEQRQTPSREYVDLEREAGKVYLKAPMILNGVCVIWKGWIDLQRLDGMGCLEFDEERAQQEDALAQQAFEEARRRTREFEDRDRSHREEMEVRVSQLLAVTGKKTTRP
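His-tagged CBF-beta and biotinylated RUNX1 (30 nM each) were premixed 20 min at room temperature, exposed to compound for 15 min, then given nickel-chelate and streptavidin AlphaScreen beads (50 ng each). After 90 min, AlphaScreen signal was read.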
Epigenetic derep: Quantitative High-Throughput Screen for Regulators of Epigenetic Control. hit rate 0.2% among 280,000. Potency, µM (titrated, usually from 53.9 µM), for the others: top-dose GFP activation, actives largely listed as activators. murine LDR cells, GFP reporter derepression, 30 h; also: potency is read from the fitted curve at half-maximal effect; % of control where 0% means no effect; nearly all actives have a fitted effect of over 60% in size
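Reporter derepression read as number of fluorescent GFP-positive objects, 20-120 um in size, counted by laser-scanning cytometer. Mouse LDR line with an epigenetically silenced CMV-GFP locus; compound incubation 30 h, 37 C.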
HttQ103 aggreg: qHTS Multiplex Assay to Identify Dual Action Probes in a Cell Model of Huntington: Aggregate Formation (GFP); PC12 HttQ103-GFP aggregates, Acumen cytometry, 40 h; Potency, µM (titrated, usually from 46.1 µM), inactives show at the highest dose activity change, negative = inhibition, hits mostly inhibitors; hit rate 1.1% among 220,000; AID 1688, 2009; also: potency is read from the fitted curve at half-maximal effect; % is scaled to controls: 0 for no effect and ±100 for the full control effect; nearly all actives have a fitted effect of over 60% in size
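Huntingtin Q103 exon 1–GFP aggregates in induced PC12 cells (100 nM tebufenozide) were quantified by cytometry from lysates, with compounds dosed in titration.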
KinaseGlo FLuc: Counterscreen for Luciferase (Kinase-Glo TM) Inhibition; Luciferin 4-monooxygenase (Photuris pensylvanica), Q27757; Kinase-Glo luciferase, ATP luminescence, 8 min; Potency, µM (doses to about 38.3 µM), inactives show at the top dose activity change, negative = inhibition, most hits filed as inhibitors; hit rate 0.28% among 200,000; AID 1379, 2008; also: potency is read from the fitted curve at half-maximal effect; % is scaled to controls: 0 for no effect and ±100 for the full control effect; nearly all actives have a fitted effect of over 60% in size
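Luminescence was the read-out, taken after 8-minute incubation at ambient temperature. Luciferase turned over luciferin with 10 uM ATP in imidazole pH 7.2 buffer containing KCl, MgCl2, Tween 20 and BSA.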
Lamin A splicing: qHTS Assay for Modulators of Lamin A Splicing; HeLa LMNA splicing GFP/RFP minigene ratio, 48 h; Potency, µM (series often up to 46.1 µM), for the others: top-dose ratio change, negative = inhibition, actives largely listed as inhibitors; hit rate 0.01% among 200,000; AID 1487, 2009; active = well fitted inhibition curve with a large enough effect in the signal ratio, with a control signal flat, not every such curve was filed as active; inconclusive = small, poorly fitted or top-dose-only effect, or effect the other way, or a change in a side signal; the % refers to the signal ratio; also: potency is read from the fitted curve at half-maximal effect; % is scaled to controls: 0 for no effect and ±100 for the full control effect
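Read-out is the ratio of GFP to DsRed2 object intensity, acquired by 488 nm laser-scanning cytometry on HeLa lamin A-EGFP minigene reporter cells. Compound incubation 48 hrs at 37 °C in Opti-MEM with 2% FBS; DMSO 0.5% final.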
NPSR antagonist: qHTS Assay for Antagonists of the Neuropeptide S Receptor: cAMP Signal Transduction; Potency, µM (highest dose often 38.3 µM), for the others: at the top dose activity change, negative = inhibition, usual class: inhibitors; Q6W5P4; CHO-NPSR cells, cAMP TR-FRET, antagonist mode; hit rate 1% among 220,000; also: potency is read from the fitted curve at half-maximal effect; % is scaled to controls: 0 for no effect and ±100 for the full control effect; nearly all actives have a fitted effect of over 50% in size; many of its hits are not listed in these tables
Target sequence (Q6W5P4 whole entry, looked up): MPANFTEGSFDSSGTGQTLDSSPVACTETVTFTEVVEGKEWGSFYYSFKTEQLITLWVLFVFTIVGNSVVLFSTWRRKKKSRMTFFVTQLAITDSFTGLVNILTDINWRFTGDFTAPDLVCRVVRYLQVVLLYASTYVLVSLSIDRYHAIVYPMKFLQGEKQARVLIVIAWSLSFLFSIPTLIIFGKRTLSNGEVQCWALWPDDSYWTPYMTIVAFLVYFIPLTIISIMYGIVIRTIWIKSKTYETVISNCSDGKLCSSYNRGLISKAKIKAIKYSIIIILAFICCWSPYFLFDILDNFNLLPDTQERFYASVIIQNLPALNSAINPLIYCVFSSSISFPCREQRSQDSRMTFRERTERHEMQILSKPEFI
IMPase Li inh: qHTS Assay for Identifying the Cell-Membrane Permeable IMPase Inhibitors: Potentiation with Lithium; CHO-M1 cells, IP1 TR-FRET (IP-One), carbachol + lithium; Potency, µM (titrated, usually from 59.4 µM), without a hit: at the highest dose activity, negative = IMPase inhibition, hits mostly inhibitors; hit rate 0.35% among 210,000;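 also: IP1 builds up when IMPase is blocked and the TR-FRET signal falls; potency is read from the fitted curve at half-maximal effect; plate controls were basal vehicle for no effect and high inhibitor control for full effect; nearly all actives have a fitted effect of over 50% in size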
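CHO-M1, 2000 cells/well, 16–30 h culture; cpd + low Li+, 30 min 37C; lysis with d2-IP1/Eu-anti-IP1 Ab, 10 min RT; TR-FRET 665/620 ratio and 620 channel; AC50 via Hill.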
* = called active by the depositor; ? = inconclusive; nt = no result given; [ ] = another dose, or the depositor's remark. Unless noted, calls follow the shape of the dose curve; as a rule, active = well fitted curve in the direction sought with a large enough effect; inconclusive = small, poorly fitted or top-dose-only effect, or another doubt; inactive = no such curve, though single readings can be large; an effect the other way counts as inactive or inconclusive. Some of the compounds tested; rates above refer to the full screens.

Compound | Lamin A splicing | NPSR antagonist | IMPase Li inh | Epigenetic derep | KinaseGlo FLuc | HttQ103 aggreg | CBFb-RUNX1 inh
CN(C)c1ccc(C(CC(=O)O)NC(=O)c2ccc(Cl)cc2)cc1 (configuration not stated) | 8% | 2%[46.1 µM] | 7%[38.3 µM] | -4.3% | 0% | -5% | -5%
O=C(Nc1ccc2c(c1)OCO2)c1cccc(S(=O)(=O)N2CCCC2)c1 | -12% | -13%[46.1 µM] | 21%[38.3 µM] | 0.0% | -1% | -20% | 3%
O=C(O)C1CCCN1S(=O)(=O)c1ccc2ccccc2c1 (configuration not stated) | -11% | 2%[46.1 µM] | -11% | -0.8% | 2% | -21% | -9%
COc1cc(OC)cc(C(=O)Nc2cccc(N3CCCC3)c2)c1 | 0% | -12%[46.1 µM] | 14%[38.3 µM] | 1.1% | 1% | -4% | -17%
Cc1ccc(-c2csc(N(Cc3ccco3)C(=O)c3cccs3)n2)cc1 | -14% | -18%[46.1 µM] | 18%[38.3 µM] | -1.6% | -1% | -7% | 8%
O=C(c1ccc2c(c1)OCO2)N(c1ccc(F)cc1)C1C=CS(=O)(=O)C1 (configuration not stated) | 12% | -3%[46.1 µM] | 13%[38.3 µM] | -2.0% | 0% | -3% | 6%
Cc1occc1-c1nc(-c2ccncc2)no1 | -4% | -5%[46.1 µM] | 24%[38.3 µM] | -1.1% | -23% | -11% | 10%
COc1cccc(-c2[nH]nc3c2C(c2ccc(C)o2)C(C#N)=C(N)O3)c1 (configuration not stated) | 12% | -8%[46.1 µM] | -7%[38.3 µM] | -1.2% | -1% | 4% | -8%
CCOC(=O)C1(CC2CCCCO2)CCN(S(=O)(=O)c2cccc(F)c2)CC1 (configuration not stated) | 1%[46 µM] | 12% | 13% | -1.4% | 4% | -20%[9.22 µM] | 3%
CC1CCCCN1S(=O)(=O)c1cccc2cccnc12 (configuration not stated) | 13% | -9%[46.1 µM] | -2%[38.3 µM] | 0.8% | 2% | -1% | 0%
CCCCOC(=O)Nc1nc2ccc(OC)cc2s1 | 12% | 7%[46.1 µM] | 25%[38.3 µM] | 2.7% | -2% | 4% | 8%
COc1ccccc1Cn1nnc2c(=O)[nH]c(C3CCN(C(=O)c4ccc(C)cc4)CC3)nc21 | 25% | -17%[46.1 µM] | -3%[38.3 µM] | -0.1% | -1% | 7% | -4%
CSc1nnc(-c2ccccc2)n1N | 7% | 2%[46.1 µM] | nt | -2.0% | 0% | 7% | -2%
Cc1nc2ccc(NC(=O)c3nn(CC(C)C)c(=O)c4ccccc34)cc2s1 | ? | -22% | 2% | 0.0% | -1% | ? | 1%
O=C(CNC(=O)c1cccs1)NCC(=O)OCc1c(F)cccc1Cl | nt | 5% | 0% | 1.1% | -1% | 2% | -1%
Cn1cc(NC(=O)OCc2ccc(Cl)cc2)c(C(F)(F)F)n1 | 17%[46 µM] | 3% | 2% | -3.2% | 0% | -2% | 16%
CNC(=O)CSc1nc(SC)ns1 | nt | 4% | 5% | -1.2% | 3% | -22% | 10%
CCOc1ccc2nc(NC(=O)CSc3nc(-c4ccccc4)c(C#N)c(=O)[nH]3)sc2c1 | nt | -31% | ? | -0.3% | nt | -6% | -4%
COc1ccc(CC(=O)OCC(=O)Nc2ncc(Cl)cc2Cl)cc1OC | 16% | -11%[46.1 µM] | 23%[38.3 µM] | -6.8% | 17% | -3% | 1%
COc1ccc(-c2cc(-c3ccc(OC)cc3)c(C#N)c(SC)n2)cc1 | -11% | 13µM* | 11µM* | 0.8% | -1% | -4% | -1%
CCOc1ccc(OCC)c(NC(=O)Cn2c(C)nc3ccccc3c2=O)c1 | nt | 15% | -5% | -3.8% | -2% | -10% | -2%
COc1cc(C2CC(=O)Oc3c(C(C)C)ccc(C)c32)cc(OC)c1OC (configuration not stated) | nt | nt | 10% | -1.0% | -2%[39.9 µM] | nt | -4%[89.1 µM]
CC(=O)c1ccc(NC(=O)Nc2ccc(Cl)cc2)cc1 | -12% | -2%[46.1 µM] | 23%[38.3 µM] | -0.8% | -3% | ? | -2%
CC(C)(C)c1ccc(C(=O)N2CCCC2)s1 | nt | -2% | nt | 2.2% | nt | 8%[9.22 µM] | 1%
CSCCC(NS(=O)(=O)c1ccc2c(c1)oc(=O)n2C)C(=O)NCc1ccc(C)cc1 (configuration not stated) | nt | -2% | nt | 0.1% | nt | -3%[9.22 µM] | 8%
Cc1ccc(N/N=C(\C#N)C(=N)N2CCCCC2)cc1 | nt | 39% | nt | -1.0% | nt | -22%[9.22 µM] | -22%
CCCCN1C2CCCC1CC(NC(=O)C1CCCCC1)C2 (configuration not stated) | -8% | -3%[46.1 µM] | 28% | 0.0% | 7% | -13% | 11%
N/C(=N\OC(=O)c1ccc(Cl)cc1[N+](=O)[O-])c1cccnc1 | ? | 9% | nt | 0.0% | nt | -8%[9.22 µM] | -15%
FC(F)(F)c1ccccc1NC(=S)NN1CCOCC1 | 2% | 0%[46.1 µM] | -4%[38.3 µM] | -1.1% | -6% | 0% | 4%
O=C(CCn1c(SCC(=O)c2ccccc2)nc2ccccc2c1=O)NCc1ccc(F)cc1 | ? | -5%[46.1 µM] | -6%[38.3 µM] | 2.9% | -1% | 0% | 7%
CCOC(=O)C(=O)Nc1ncc(Cl)s1 | nt | 24% | nt | 0.0% | nt | 24%[9.22 µM] | 7%
O=[N+]([O-])c1cccc(/C=N/NS(=O)(=O)c2ccccc2)c1 | nt | -4% | 6% | 1.5% | 2% | 20% | 1%
CN(C)CC(O)CN(c1ccccc1)c1ccccc1 (configuration not stated) | nt | 7% | nt | 1.1% | nt | -14%[9.22 µM] | 7%
CC(=O)N1CCC(=O)Nc2ccc([N+](=O)[O-])cc21 | nt | 14% | -5% | 2.7% | 1% | -6% | -2%
Cc1ccc(C(c2nnnn2CS(=O)(=O)c2ccc(C)cc2)N2CCC(C)CC2)cc1 (configuration not stated) | 1% | ? | 5% | 0.9% | -4% | 1% | 3%
CC(=O)NC1CC2CCCC(C1)N2S(=O)(=O)c1cccc(F)c1 (configuration not stated) | 11% | -4%[46.1 µM] | 5%[38.3 µM] | 0.7% | 0% | -11% | 8%
O=C(Nc1ccc(-c2nc3ccccc3o2)cc1)c1cc(-n2cnnc2)ccc1Cl | ? | -11%[46.1 µM] | 11% | -1.0% | 3% | ? | 2%
Cn1c(CSc2ncccn2)nnc1SCC(=O)N1CCCC1 | nt | 11% | -1% | -0.1% | -3% | nt | 5%
COC(=O)c1ccc(C(NC(=O)OCc2ccccc2)/C(I)=C/[C@@H](C)C(=O)NCc2ccc(OC)c(O)c2)cc1 (some centres not stated) | nt | nt | 4% | 1.6% | 2% | nt | -5%
O=C(COC(=O)Cc1c(Cl)cccc1Cl)Nc1ccc(OC(F)(F)F)cc1 | -19% | 3% | 1% | -1.1% | -1% | -15% | 2%
Cc1cc(C)cc(OCC(=O)Nc2ccc3c(c2)OCO3)c1 | nt | 20% | 15% | 4.2% | 0% | 5%[9.22 µM] | -7%
NS(=O)(=O)c1ccc(NC(=O)COC(=O)c2cnc(Cl)c(Cl)c2)cc1 | nt | -1% | nt | 5.1% | nt | 0%[9.22 µM] | 1%
CCSc1nc2c(c(=O)n1Cc1ccccc1)SC(C)C2 (configuration not stated) | ? | ? | 36%[activator][38.3 µM] | 0.0% | 1% | 28µM* | -5%
COc1cccc(-c2ccc(SCC(=O)c3ccccc3)nn2)c1 | -20%[46 µM] | -18% | 19% | -0.6% | -2% | -13%[9.22 µM] | 10%
Cc1ccc(NC(=O)CN2c3cccc4cccc(c34)S2(=O)=O)cc1S(=O)(=O)N1CCOCC1 | ? | -6% | -12% | -3.0% | 2% | -17% | 3%
CN(c1cnn(-c2ccccc2)c(=O)c1Cl)n1cccc1 | nt | 1% | nt | 0.0% | nt | 4%[9.22 µM] | 1%
CC/C(=N\NC(=O)CNC(=O)/C=C/c1ccco1)c1ccccc1 | 9% | -8%[46.1 µM] | 11%[38.3 µM] | -1.0% | 1% | 14% | 0%
CCOC(=O)c1cnc(SCc2ccc(C)cc2)nc1N | -10% | -11%[46.1 µM] | 40%[38.3 µM] | 0.0% | 1% | -16% | 25%
Nn1c(Cc2ccccc2F)nnc1SCC(=O)Nc1cccc(S(=O)(=O)NC2=NCCCCC2)c1 | 2%[46 µM] | 1% | 4% | -0.6% | -1% | -4% | 4%
OC1(c2cccc(C(F)(F)F)c2)CCNCC1 | 4% | -5%[46.1 µM] | 7%[38.3 µM] | 1.7% | 0% | -16% | 9%
Cc1ccc(Cn2nnnc2CN2CCC(O)(c3ccccc3F)CC2)cc1 | -12% | -8%[46.1 µM] | 13% | -0.9% | 1% | 4% | 1%
O=C(CNc1ccc(F)cc1)c1ccccc1 | -7%[9.22 µM] | -1% | 5% | -1.9%[10.1 µM] | -27% | 3%[9.22 µM] | -3%
CCOC(=O)c1c(-c2ccccc2)csc1NC(=O)CSc1nncs1 | ? | -9% | 18% | 0.0% | 0% | 3% | -7%
O=C(c1ccccc1NS(=O)(=O)c1ccc(Br)s1)N1CCCC1 | -2% | -8%[46.1 µM] | 17%[38.3 µM] | 0.2% | 3% | 5% | 3%
CN(C)C(=O)c1c2c(nc3ccccc13)CCCC2 | nt | 4% | 0% | -1.1% | -3% | -1%[9.22 µM] | -4%
O=C(NCCc1ccccc1)c1ccnc(/C=N/O)c1 | 1% | -11%[46.1 µM] | 21%[38.3 µM] | -1.0% | -6% | ? | 1%
CCn1cc(C(=O)NCc2ccccc2OC)c(=O)c2ccc(C)nc21 | 3% | 0%[46.1 µM] | 4%[38.3 µM] | -4.2% | 1% | -8% | -1%
CCc1c(C)sc(NC(=O)c2cc(-c3cc(OC)ccc3OC)on2)c1C#N | 4% | 10%[46.1 µM] | ? | -1.0% | -1% | 16% | 6%
Nc1c(C(=O)NC2CC2)c2nc3ccccc3nc2n1-c1ccc2c(c1)OCO2 | -2% | 9%[46.1 µM] | -4%[38.3 µM] | 8.2% | -5% | ? | 4%
CCOC(=O)c1ccccc1NC(=O)c1n[nH]c(=O)c2ccccc12 | ? | -56% | -11% | 1.0% | 0% | 1% | -6%
